Mito fusion act: qHTS Assay for Small Molecule Inhibitors of Mitochondrial Division or Activators of Mitochondrial Fusion | actives 0.23% (n = 320,000) | Potency, µM (top dose mostly 46.1 µM), for the others: at the highest dose growth rescue (activation), hits mostly activators | S. cerevisiae fusion-defective mutant growth rescue, CellTiterGlo 48 h;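 also: potency is read from the fitted curve at half-maximal effect; % of control where 0% means no effect; nearly all actives have a fitted effect of over 45% in size; temperature-sensitive fusion mutants such as fzo1-1 at 37 °C on non-fermentable ethanol glycerol medium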
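S. cerevisiae fusion-defective temperature-sensitive mutants (e.g. fzo1-1, mgm1-5) grown 48 h at 37C in YPEG (ethanol/glycerol non-fermentable) medium with 23 nl compound per well; growth rescue read as CellTiterGlo luminescence.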
RORgamma inh: qHTS for inhibitors of ROR gamma transcriptional activity; Nuclear receptor ROR-gamma (Mus musculus), P51450; Drosophila S2 Gal4-RORgamma UAS-luciferase reporter, 20 h; Potency, µM (top dose mostly 53.6 µM), inactives show top-dose activity change, negative = inhibition, usual class: inhibitors; actives 5.4% (n = 310,000); AID 2551, 2010; also: potency is read from the fitted curve at half-maximal effect; % is scaled to controls: 0 for no effect and ±100 for the full control effect; nearly all actives have a fitted effect of over 60% in size
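Read-out: Photinus luciferase luminescence; inhibitors lower reporter signal. Insect Schneider cells with Gal4-ROR gamma fusion under metallothionein promoter, UAS reporter; 700 uM final copper sulfate induction, 20 hr, ambient temperature.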
PKM2 act: qHTS Assay for Activators of Human Muscle isoform 2 Pyruvate Kinase | Pyruvate kinase PKM (Homo sapiens), P14618 | purified PKM2, Kinase-Glo ATP luminescence, activation; response scale: 0% is enzyme alone, no compound | Potency, µM (titrated, usually from 57.5 µM), inactives show top-dose activation, hits mostly activators | actives 0.34% (n = 260,000) | AID 1631, 2009; also: potency is read from the fitted curve at half-maximal effect; % is scaled to controls: 0 for no effect and ±100 for the full control effect; nearly all actives have a fitted effect of over 55% in size
Target sequence (P14618 whole entry, looked up, canonical isoform): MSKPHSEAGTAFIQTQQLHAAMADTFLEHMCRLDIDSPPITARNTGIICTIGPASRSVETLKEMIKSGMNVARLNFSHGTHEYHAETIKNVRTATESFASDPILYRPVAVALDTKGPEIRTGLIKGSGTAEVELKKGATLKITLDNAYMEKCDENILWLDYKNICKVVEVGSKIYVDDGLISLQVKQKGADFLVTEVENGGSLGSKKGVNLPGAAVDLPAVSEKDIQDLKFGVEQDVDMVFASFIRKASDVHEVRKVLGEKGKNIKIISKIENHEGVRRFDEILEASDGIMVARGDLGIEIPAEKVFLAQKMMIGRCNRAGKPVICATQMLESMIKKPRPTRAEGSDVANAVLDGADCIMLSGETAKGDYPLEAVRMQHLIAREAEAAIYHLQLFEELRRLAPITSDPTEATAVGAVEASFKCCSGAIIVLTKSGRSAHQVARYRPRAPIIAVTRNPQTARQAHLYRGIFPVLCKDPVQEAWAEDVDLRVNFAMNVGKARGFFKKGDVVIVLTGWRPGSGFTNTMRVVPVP
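ATP formation by purified human PK-M2, quantified via coupled luciferase luminescence after 1 h at room temperature with 0.1 mM ADP and 0.5 mM PEP final.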
KCNH2 3.1 inh: qHTS for Inhibitors of KCHN2 3.1: Mutant qHTS; U2OS KCNH2 3.1, thallium flux FluxOr; hits give low values; activity change, % (tested at about 1.8 µM); actives 0.95% (n = 340,000); AID 720553, 2013;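 active = maximum activity change below -70%; inconclusive = maximum activity change from -70% to -50%; inactive = maximum activity change above -50%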;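 also: thallium influx rate constant from kinetic fluorescence after stimulation buffer; % is scaled to controls: 0 for no effect and ±100 for the full control effect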
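Steps: virus added to U2OS suspension (4 h, RT, dark); medium with 10% FBS added, cells plated, 37 C overnight; FluxOr/Red40 loading buffer 45 min RT; stimulation buffer, 2 min kinetic read; rate constant normalized.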
MBNL1 CUG block: qHTS Assay for Inhibitors of MBNL1-poly(CUG) RNA binding; Muscleblind-like protein 1 (Homo sapiens), Q9NR56; TR-FRET MBNL1-His/biotin-(CUG)12 binding, 665/545 ratio; Potency, µM (titrated, usually from 57.5 µM), for inactives: at the highest dose activity change, negative = inhibition, most hits filed as inhibitors; actives 0.036% (n = 280,000); AID 2675, 2010; active = well fitted inhibition curve with a large enough effect in the signal ratio, with a control signal flat, not every such curve was filed as active; inconclusive = small, poorly fitted or top-dose-only effect, or effect the other way, or a change in a side signal; inactive = no such curve, though single readings can be large or run the other way; the % refers to the signal ratio; also: potency is read from the fitted curve at half-maximal effect; % is scaled to controls: 0 for no effect and ±100 for the full control effect
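Compounds (final 92 nM to 58 uM) are added to His-tagged MBNL1 and biotin-(CUG)12, then terbium anti-His antibody and streptavidin-XL665 (5 nM final). After 60 min at room temperature, the 665/545 nm ratio is read.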
NPC1 promoter act: qHTS Assay for NPC1 Promoter Activators. AID 485313, 2010. actives 2.4% (n = 320,000). Huh7 NPC1 promoter luciferase reporter, 24 h. Potency, µM (series often up to 9.22 µM), without a hit: top-dose activation, actives largely listed as activators;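 also: potency is read from the fitted curve at half-maximal effect; % of control where 0% means no effect; nearly all actives have a fitted effect of over 60% in size; reporter is driven by a mutant NPC1 promoter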
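NPC1 promoter–luciferase Huh7 cells; 24 h compound; luminescence.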
FLuc counter: qHTS profiling assay for firefly luciferase inhibitor/activator using purifed enzyme and Km concentrations of substrates (counterscreen for miR-21 project); actives 6.9% (n = 360,000); Luciferin 4-monooxygenase (Photinus pyralis), P08659; purified FLuc, Km substrates, luminescence inhibition; Potency, µM (highest dose often 57.5 µM), inactives show at the highest dose activity change, negative = inhibition, actives largely listed as inhibitors;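 also: potency is read from the fitted curve at half-maximal effect; plate controls were vehicle for no effect and reference inhibitor for full effect; nearly all actives have a fitted effect of over 55% in size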
Target sequence (P08659 whole entry, looked up): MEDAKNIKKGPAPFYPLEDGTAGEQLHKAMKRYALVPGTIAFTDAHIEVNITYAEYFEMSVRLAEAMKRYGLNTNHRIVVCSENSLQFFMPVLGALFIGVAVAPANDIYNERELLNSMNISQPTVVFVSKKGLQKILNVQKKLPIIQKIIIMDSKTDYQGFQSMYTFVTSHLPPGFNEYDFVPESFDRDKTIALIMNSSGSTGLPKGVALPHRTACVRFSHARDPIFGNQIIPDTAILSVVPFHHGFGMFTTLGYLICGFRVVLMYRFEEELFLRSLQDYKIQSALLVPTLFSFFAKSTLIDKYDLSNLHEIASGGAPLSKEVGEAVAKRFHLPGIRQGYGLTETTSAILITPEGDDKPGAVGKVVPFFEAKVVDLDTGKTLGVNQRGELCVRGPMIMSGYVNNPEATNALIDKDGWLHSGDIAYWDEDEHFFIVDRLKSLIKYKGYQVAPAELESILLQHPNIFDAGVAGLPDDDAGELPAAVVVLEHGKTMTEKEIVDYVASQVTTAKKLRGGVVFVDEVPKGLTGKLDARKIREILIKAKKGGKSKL
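Biochemical qHTS of compounds, final roughly 60 µM downward over six points, against 10 nM purified firefly luciferase using Km concentrations of substrates (10 uM D-luciferin, 10 uM ATP) in Tris acetate pH 7.5 buffer; luminescence output.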
Gal4-VP16 FLuc: VP16 counterscreen qHTS for inhibitors of ROR gamma transcriptional activity. Potency, µM (highest dose often 53.6 µM), for inactives: at the highest dose activity, negative = inhibition, most hits filed as inhibitors. actives 3.5% (n = 310,000). Drosophila S2 Gal4-VP16 UAS-luciferase, luminescence, 20 h. AID 2546, 2010;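 also: Gal4-VP16 expression switched on by copper sulfate through the metallothionein promoter; potency is read from the fitted curve at half-maximal effect; % is scaled to controls: 0 for no effect and ±100 for the full control effect; nearly all actives have a fitted effect of over 50% in size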
ELG1 DNA repair: qHTS screen for small molecules that inhibit ELG1-dependent DNA repair in human embryonic kidney (HEK293T) cells expressing luciferase-tagged ELG1; actives 2.3% (n = 330,000); HEK293T ELG1-luciferase reporter, luminescence, 16 h; DNA damage induced by 5-fluorouridine; AID 504467, 2011; Potency, µM (series often up to 46.1 µM), without a hit: top-dose activity change, negative = inhibition, usual class: inhibitors; also: potency is read from the fitted curve at half-maximal effect; % is scaled to controls: 0 for no effect and ±100 for the full control effect; nearly all actives have a fitted effect of over 55% in size
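Reporter activity after DNA damage by 5-fluorouridine is monitored. Compound-treated cells incubate 16 hr at 37 °C, then ONE-Glo is added for 30 min before luminescence reading.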
Menin MLL FP TR: qHTS Assay for Inhibitors Targeting the Menin-MLL Interaction in MLL Related Leukemias: Competition With Texas Red Labeled MLL-derived Mutant Peptide; O00255; actives 0.23% (n = 270,000); Menin + Texas Red MLL mutant peptide, fluorescence polarization; Potency, µM (doses to about 61.6 µM), for the others: at the highest dose FP activity change, negative = inhibition, most hits filed as inhibitors; active = well fitted inhibition curve with a large enough effect in the polarisation, with a control signal flat, not every such curve was filed as active; inconclusive = small, poorly fitted or top-dose-only effect, or effect the other way, or a change in a side signal; inactive = no such curve, though single readings can be large or run the other way; the % refers to the polarisation; also: potency is read from the fitted curve at half-maximal effect; % of control where 0% means no effect; many of its hits are not listed in these tables
Rab9 promoter act: qHTS Assay for Rab9 Promoter Activators; Huh7 Rab9 promoter-luciferase reporter, luminescence, 24 h; Potency, µM (highest dose often 9.22 µM), for the others: at the highest dose activation, negative = inhibition, usual class: activators; actives 2.8% (n = 320,000); also: potency is read from the fitted curve at half-maximal effect; % of control where 0% means no effect; nearly all actives have a fitted effect of over 60% in size
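Huh7 reporter line, Rab9 promoter upstream of luciferase. Compound exposure 24 h at 37 °C in reduced-serum medium with 10% FBS. Read-out: luminescence.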
* = called active by the depositor; ? = inconclusive; . = not tested or not shown; [ ] = remark or other dose. Unless noted, calls follow the shape of the dose curve; as a rule, active = well fitted curve in the direction sought with a large enough effect; inconclusive = small, poorly fitted or top-dose-only effect, or another doubt; inactive = no such curve, though single readings can be large; an effect the other way counts as inactive or inconclusive. This is a subset; rates above refer to the full screens.

SMILES	Mito fusion act	RORgamma inh	PKM2 act	KCNH2 3.1 inh	MBNL1 CUG block	NPC1 promoter act	FLuc counter	Gal4-VP16 FLuc	ELG1 DNA repair	Menin MLL FP TR	Rab9 promoter act
Cc1sc(NC(=O)c2ccco2)c(CN2CCN(c3ccccn3)CC2)c1C	3%	?	-4%	-6	-7%	8%	6µM*	-5%	?	?	10%
COc1ccc(Nc2cc(C(=O)NCc3ccccn3)c3ccccc3n2)c(OC)c1	0%	41%	4%	.	14%	6%	11µM*	6%	?	13%	?
COc1ccc(C2C(C(=O)c3cccs3)=C(O)C(=O)N2c2cccc(C)n2)cc1 (stereo unspecified)	-1%	-27%	2%	-1	25%	-1%	1%	11%	25%	.	-4%
Cc1cc(OCCN2CCCC2)cc(C(C)C)c1	-5%	-3%	6%	-2	-11%	-2%	0%	-5%	-8%	-5%	-1%
Cc1ccc(C2CC(=O)C=C(NCc3ccccc3)C2)cc1 (stereo unspecified)	0%	39%	-1%	6	-5%	-15%	2%	4%	-20%	.	-13%
O=C(Cn1cnc([N+](=O)[O-])n1)c1ccccc1	-6%	-5%	-12%[11.5 µM]	-3	?	-3%	-2%	-9%	5%	-24%	4%
Cc1ccc(C(=O)NC(=S)NCc2ccco2)cc1	0%	10µM*	.	4	-1%	20%	?	?	?	24%	29%
Cc1c(C(=O)NCc2ccc3c(c2)OCO3)oc2ccccc12	?	29%	22%	-8	0%	-5%	-19%	-1%	-1%	-26%	-1%
CC(C)(C)c1ccc2c(c1)OC(C(=O)N/N=C\c1ccc(-c3cccc(C(=O)O)c3)o1)CO2 (stereo unspecified)	2%	27%	12%	11	-1%	5%	19µM*	-3%	?	.	1%
CCCCNC(=O)c1onc(CSc2ccc(C)c(C)c2)c1C(=O)O	2%	-1%	-1%	0	-16%	-1%	?	0%	5%	13%	-2%
O=C(NCCc1ccccc1)c1ccc2c(c1)OCCCO2	-10%	0.35µM*	-34%	0	-3%	-37%[inhibitor]	0.06µM*	0.63µM*	?	0%	?
CCOC(=O)CC(NC(=O)c1cccc2c1C(=O)N(Cc1cccnc1)C2)c1ccc(OCC)c(OC)c1 (stereo unspecified)	-13%	11%	17%	1	-11%	-7%	-3%	2%	-20%	-18%	2%

No new results follow: an excerpt of the list.
SMILES	Mito fusion act	RORgamma inh	PKM2 act	KCNH2 3.1 inh	MBNL1 CUG block	NPC1 promoter act	FLuc counter	Gal4-VP16 FLuc	ELG1 DNA repair	Menin MLL FP TR	Rab9 promoter act
Cc1sc(NC(=O)c2ccco2)c(CN2CCN(c3ccccn3)CC2)c1C	3%	?	-4%	-6	-7%	8%	6µM*	-5%	?	?	10%
COc1ccc(Nc2cc(C(=O)NCc3ccccn3)c3ccccc3n2)c(OC)c1	0%	41%	4%	.	14%	6%	11µM*	6%	?	13%	?

Further structures follow.
SMILES	Mito fusion act	RORgamma inh	PKM2 act	KCNH2 3.1 inh	MBNL1 CUG block	NPC1 promoter act	FLuc counter	Gal4-VP16 FLuc	ELG1 DNA repair	Menin MLL FP TR	Rab9 promoter act
Cc1ccc(-c2nc(CS(=O)(=O)CC(=O)N3CCOCC3)c(C)o2)cc1	0%	-2%	.	-10	-5%	-2%	-3%	-3%	-3%	.	-3%
C=CCn1c(-c2sc(-c3ccccc3)nc2C)n[nH]c1=S	-3%	2.5µM*	-12%	0	16%	-1%	?	?	-4%	1%	-1%
CCCN(CCC)C(=O)Cn1ccc(=N)c2ccccc21	-2%	0%	-2%	15	0%	-2%	2%	-7%	-6%	-4%	0%
CCc1ccc(-c2c(C)sc(NC(C)=O)c2C(N)=O)cc1	1%	21%	-3%	8	-2%	-4%	-1%	1%	?	-4%	0%
Cc1n[nH]c(C)c1CCNC(=O)C1CCC(=O)N(Cc2ccccc2F)C1 (stereo unspecified)	1%	-26%	2%	6	1%	7%	-2%	-2%	11%	.	0%
Cc1cc(C)c(N(C(=O)CN2C(=O)c3ccccc3S2(=O)=O)C(C(=O)NCC2CCCO2)c2ccc(F)cc2)c(C)c1 (stereo unspecified)	24%	33%	11%	-2	.	-7%	4%	-15%	-27%	-1%	-4%
COc1cc(C(=O)Nc2cc(Cl)ccc2C)c(-n2cnnn2)cc1OC	-3%	21%[0.365 µM]	1%	8	-3%	1%	3%	.	1%	-3%	-1%
COc1ccc(/C=C/CN2CCN(Cc3ccc(F)cc3)C(CCO)C2)cc1 (stereo unspecified)	-5%	-10%	-6%	-34	2%	-3%	-1%	-11%	0%	-1%	-1%
COc1ccc(S(=O)(=O)N(CC(=O)N2CCN(c3ccccc3)CC2)c2ccccc2)cc1	-3%	2%	4%	-15	9%	-5%	6%	6%	-5%	-2%	-3%
COc1ccc(C2C=C(c3ccc(C)c(C)c3)Nc3ncnn32)c(OC)c1OC (stereo unspecified)	-6%	?	1%	3	16%	-14%	-1%	-2%	?	5%[11.7 µM]	-21%
O=C1CC(N2CCc3ccccc32)C(=O)N1c1ccc(F)cc1 (stereo unspecified)	1%	-6%	3%	-12	-6%	-2%	-1%	-5%	0%	15%	2%
CC(SCc1ccccc1)C(=O)N/N=C/c1ccc(OCC(=O)NCc2ccco2)cc1 (stereo unspecified)	0%	-16%[10 µM]	3%	-1	.	-1%	-3%	-7%	?	-10%	-20%
COCCNC(=O)/C(C#N)=C/c1ccc(-c2ccc(S(=O)(=O)N3CCOCC3)cc2)o1	-4%	?	-1%	2	?	-2%	1%	0%	16µM*	19%	-3%
CNc1ccccc1C(C)(C)c1cn(-c2ccc([N+](=O)[O-])cc2)nn1	-24%	-17%	2%	-1	?	0%	2%	5%	-6%	-2%	-2%
O=C(NCC1CCN(Cc2ccccc2Cl)CC1)Nc1cccc(Cl)c1	-3%	-11%	1%	-5	-6%	-4%	0%	-8%[10 µM]	4%	-22%	12%
CCCCOC(=O)CSc1nc2ccccc2o1	-8%	-9%	-14%	12	-6%	0%	?	-14%	27%	.	2%
CC1CCCN(c2nc3c(c(=O)[nH]c(=O)n3C)n2CCSc2ncccn2)C1 (stereo unspecified)	7%	-20%	-2%	.	-3%	0%	0%	3%	10%	3%	1%
COc1cc(-c2nnn(CC(=O)N3CCOCC3)n2)cc(OC)c1OC	0%	-3%	-3%	10	-9%	1%	-2%	-8%	23%	8%	-1%
Cc1cc(C)cc(-n2ncc3c2CCCC3NC(=O)CCN2CCCC2=O)c1 (stereo unspecified)	-16%	11%	0%	.	4%	-2%	4%	8%	1%	.	25%
CC(Oc1cccc(Cl)c1)C(=O)Nc1ccccc1N1CCCCC1 (stereo unspecified)	3%	.	.	2	.	-4%	3%	.	16%	.	-5%
O=C(CN(Cc1ccccc1Cl)C(=O)c1ccc(CN2CCOCC2)o1)NCC1CCCO1 (stereo unspecified)	-1%	-15%	-1%	0	7%	-3%	0%	-2%	0%	-24%	2%
COc1ccc(-c2nc(NC(=O)c3[nH]c(C)c(C(C)=O)c3C)sc2C)cc1	1%	32%	7.9µM*	2	4%	-4%	?	-7%	?	2%	4%

Five compounds out of the list above, sorted by their value in PKM2 act, highest first.
compound,PKM2 act
CNc1ccccc1C(C)(C)c1cn(-c2ccc([N+](=O)[O-])cc2)nn1,2%
O=C(NCC1CCN(Cc2ccccc2Cl)CC1)Nc1cccc(Cl)c1,1%
O=C(CN(Cc1ccccc1Cl)C(=O)c1ccc(CN2CCOCC2)o1)NCC1CCCO1 (stereo unspecified),-1%
CC1CCCN(c2nc3c(c(=O)[nH]c(=O)n3C)n2CCSc2ncccn2)C1 (stereo unspecified),-2%
CCCCOC(=O)CSc1nc2ccccc2o1,-14%

High-throughput results: PubChem, National Center for Advancing Translational Sciences (NCATS)
